Nrf2 ARE act = qHTS of Nrf2 Activators; Potency, µM (top dose mostly 46.1 µM), for inactives: at the top dose activation, usual class: activators; AREc32 ARE-luciferase reporter (MCF7-derived line), luminescence, 24 h; AID 624171, 2012; 410,000 tested, 0.31% active; note: potency is the fitted concentration of half-maximal effect; % of control where 0% means no effect; nearly all actives have a fitted effect of over 65% in size
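AREc32 cells carrying an ARE-driven firefly luciferase reporter were seeded at 1000 cells/well in OPTI-MEM with 5% FBS, then exposed to compound for 24 hr at 37 deg C. Luminescence was read with Steady-Glo after 30 min at RT.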
A549 viability = Nrf2 qHTS screen for inhibitors: counterscreen for cytotoxicity. A549 ARE-Fluc cells, CellTiter-Fluor viability, 18-24 h. Potency, µM (titrated, usually from 46 µM), for inactives: at the top dose activity change, negative = cytotoxicity, usual class: inhibitors. 390,000 tested, 0.16% active; note: potency is the fitted concentration of half-maximal effect; % is set by controls: 0 for no effect and ±100 for the full control effect
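A549 ARE_Fluc cells in 5% FBS OPTI-MEM were exposed to compounds in concentration-response for 18-24 h at 37 deg C. Viability was read by CellTiter-Fluor fluorescence (Ex 405/Em 525) after 30 min, before the luciferase read.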
Mm-Cpn inhibitor = Inhibitors of TCP-1 ring complex (TRiC) of Methanococcus maripaludis (MmCpn): qHTS. 330,000 tested, 0.031% active. Chaperonin Mm-Cpn (Methanococcus maripaludis). purified Mm-Cpn ATPase, ADP Transcreener TR-FRET. Potency, µM (top dose mostly 76.9 µM), inactives show at the highest dose activity, negative = inhibition, hits mostly inhibitors; note: potency is the fitted concentration of half-maximal effect; % is set by controls: 0 for no effect and ±100 for the full control effect; nearly all actives have a fitted effect of over 80% in size
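Measured: ADP formation by purified Mm-CPN. Conditions: 25 nM protein, 10 uM ATP, Tris pH 7.4 with Mg2+, K+ and DTT, 37°C for 30 min. Detection: Transcreener HTRF after 30 min at room temperature.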
pAkt inh = HTS Assay for Inhibitors of Akt Phophorylation: Primary Screen; Neuro2A IGF-stimulated pAkt S473 HTRF, 20 min; active compounds read low; 360,000 tested, 0.32% active; AID 651550, 2012; activity change, % for hits at 50 µM; in the data active = activity change below about -80%; inconclusive = mostly about -51% to -80%; note: % is set by controls: 0 for no effect and ±100 for the full control effect
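Neuro2A cells in DMEM with 0.5% FBS, overnight at 37 deg C, given compound at single 50 µM final, then IGF (6 nM final) for 20 min at 37 deg C. Lysed; phospho-Akt Ser473 by HTRF after 24 h, 665/615 ratio.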
ATXN viability = Viability Counterscreen for Primary qHTS for Inhibitors of ATXN expression | S2 cells (HEK-293 line with an ATXN2-luciferase reporter) viability, CellTiter-Fluor protease fluorescence, 24 h | Potency, µM (doses to about 56.7 µM), hits mostly cytotoxic | 400,000 tested, 0.49% active | AID 651635, 2014; note: potency is the fitted concentration of half-maximal effect; nearly all actives have a fitted effect of over 40% in size
HepG2 tox = qHTS for Inhibitors of TGF-b: Cytotox Counterscreen; HepG2 CAGA-GFP viability, ATP luminescence, 18 h; Potency, µM (top dose mostly 46.1 µM), inactives show at the top dose activity change, negative = cytotoxicity, hits mostly cytotoxic; 410,000 tested, 0.76% active; note: potency is the fitted concentration of half-maximal effect; some results filed as inactive show a strong effect at the top dose
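CellTiter-Glo luminescence gave cytotoxicity after 18 hours at 37 degrees C. The cells were HepG2 CAGA-GFP in 1% FBS DMEM, stimulated with 500 pg/mL TGF-beta after compound addition. %Activity was normalised to no-cell wells (complete cell-killing) and DMSO (no toxicity), and curves were fitted and classified.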
CCT modulator = High-Throughput Screening for Modulators of Cytosolic Chaperonin Activity; activity change, % (concentration not given with the values), hits read low; 360,000 tested, 0.3% active; purified chaperonin ATPase assay, HTRF ADP detection, 30 min; AID 651819, 2012; in the data active = activity change below about -30%; note: % is set by controls: 0 for no effect and ±100 for the full control effect
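First, chaperonin was dispensed at 40 nM or 20 nM final depending on batch activity. Next, compounds were pinned at 76 uM and ATP added at 10 uM. After 30 min at 37 °C, ADP detection reagents ran 30 min at ambient temperature.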
Nrf2 block = Nrf2 qHTS screen for inhibitors. AID 504444, 2011. 360,000 tested, 2.1% active. Potency, µM (doses to about 46 µM), inactives show top-dose activity change, negative = inhibition, most hits filed as inhibitors. A549 ARE-Fluc reporter, luciferase luminescence, 18-24 h; note: potency is the fitted concentration of half-maximal effect; % is set by controls: 0 for no effect and ±100 for the full control effect; nearly all actives have a fitted effect of over 60% in size
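Concentration-response testing used A549 ARE_Fluc cells at 5000 cells/well. Following an 18-24 h compound incubation, viability was read by fluorescence (Ex 405/Em 525) and luciferase output by luminescence.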
TGFb SMAD3 inh = qHTS for Inhibitors of TGF-b | HepG2 CAGA-GFP TGF-b/SMAD3 reporter, GFP fluorescence, 18 h; TGF-beta stimulated, 500 pg/mL final | Potency, µM (highest dose often 46.1 µM), for inactives: at the highest dose activity, negative = inhibition, hits mostly inhibitors | 410,000 tested, 1.2% active | AID 588855, 2011; note: potency is the fitted concentration of half-maximal effect; % is set by controls: 0 for no effect and ±100 for the full control effect; nearly all actives have a fitted effect of over 65% in size
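Per well, imaged GFP fluorescence of HEPG2 CAGA-GFP cells gives the signal; cells get compound, then TGF-beta (500 pg/mL final), 18 h at 37 degrees C; %Activity versus -TGF-beta and +DMSO controls.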
* marks the source's active call; other numbers are inactive results; i = inactive; ? = inconclusive; · = no result given; [ ] = dose if it differs, or a comment. Unless noted, calls come from the whole dose curve; as a rule, active = well fitted curve in the direction sought with a large enough effect; inconclusive = small, poorly fitted or top-dose-only effect, or another doubt; inactive = no such curve, though single readings can be large; an effect the other way counts as inactive or inconclusive.

Every second line gives: Nrf2 ARE act, A549 viability, Mm-Cpn inhibitor, pAkt inh, ATXN viability, HepG2 tox, CCT modulator, Nrf2 block, TGFb SMAD3 inh
O=C(NCC1CCCO1)C1C2C=CC3(CN(Cc4cccs4)C(=O)C13)O2 (centres undefined)
→ 0.0%, 27%, -1%, i, i, -19%, -1.0, 11%, 4%
COc1ccccc1-c1cc(C(=O)Nc2sc3c(c2C#N)CCC(C)C3)c2ccccc2n1 (centres undefined)
→ 3.0%, -17%, 0%, i, i, 20%, 2.1, 2%, 2%
Cc1cc(=S)[nH]c2c(C)cccc12
→ -0.1%, 1%, -1%, i, ?, 3%, -1.8, 4%, 25%
Cc1cccc(N2C(=O)CSC23C(=O)N(Cc2cccc(C(F)(F)F)c2)c2ccccc23)c1 (centres undefined)
→ 0.1%, -12%, ·, ·, i, -13%, ·, ?, ?
CC(=O)N1CC23C=CC(CC2CC12CCCCCC2)O3 (centres undefined)
→ -0.6%, 0%, 3%, i, i, -1%, -2.3, ?, -3%
COc1c2c(c(OC)c3ccccc13)[C@]1(OC2)O[C@H](CCO)C[C@H](O)[C@H]1O
→ 0.0%, ·, ·, i, i, -3%, -3.2, ·, -8%
CCOC(=O)c1c(C)[nH]c(=S)c(C#N)c1-c1ccc(OC)cc1
→ 0.0%, 1%, -12%, i, i, 2%, -0.6, 18%, -6%
Cc1ccc(OCc2nc(-c3ccc(C(=O)NCCc4ccc(Cl)cc4)cc3)oc2C)cc1
→ 0.4%, -3%, ·, ·, i, -4%, ·, 0%, 6%
Cc1ccc(C(=O)N2CCN(S(=O)(=O)c3ccccc3C#N)CC2)cc1S(=O)(=O)N1CCOCC1
→ -0.6%, 3%, -3%, i, i, 9%, -2.5, -8%, 8%
CNC(=O)CC1C(=O)N(c2ccc(Cl)cc2)C(=S)N1CCc1ccc(OC)c(OC)c1 (centres undefined)
→ ?, -8%, 0%, i, i, -1%, 0.4, ?, 2%
NNC(=O)CN1C(c2ccccc2)=Nc2ccc(Br)cc2C1c1ccccc1 (centres undefined)
→ 5.1%, 2%, 1%, i, i, -3%, 1.5, 2%, -5%
CCN1CCN(CCCNC(=O)c2cc3sccc3n2CC)CC1
→ -0.1%, 9%, 2%, i, i, -46%, -2.6, 2%, 3%
COC(=O)c1c(NC(=O)Cc2cccs2)sc2c1CCCC2
→ 5.8%, 13%, -5%, i, i, -20%, -1.9, -3%, 4%
CCOC(=O)Cc1nc(-c2ccccc2)n[nH]1
→ 0.2%, -5%, -1%, i, i, -16%, 0.5, 21%, 0%
CC1(C(=O)O)CCCN(C(=O)c2ccc(F)cc2Cl)C1 (centres undefined)
→ 0.3%[9.22 µM], ·, ·, i, i, 9%, 0.3, ·, -6%
COC(=O)c1ccc(C2c3[nH]c4ccccc4c3C[C@H]3C(=O)N(C)CC(=O)N23)cc1 (some centres undefined)
→ 0.1%, 1%, -2%, i, i, -21%, -0.4, -13%, 4%
Cc1cccc(NC(=O)c2nc[nH]c2C(=O)Nc2cc(Br)ccc2F)c1
→ 0.5%, ·, ·, i, i, -13%, -3.4, ·, 14%
CCOc1ccc(S(=O)(=O)NCCC(=O)NCC2CCCO2)cc1 (centres undefined)
→ 0.8%, -4%, -4%, i, i, 12%, 1.4, -7%, ?
Cc1ccc(C)c(N(C(=O)Cc2cccs2)C(C(=O)NC2CCCC2)c2ccc(C)o2)c1 (centres undefined)
→ -0.7%, -8%[1.84 µM], 2%, i, i, -3%, 0.3, -1%, -11%
CCCN(CCC)S(=O)(=O)c1ccc(Cl)c(OC)c1
→ -0.6%, 4%, 6%, i, i, 8%, 0.3, -2%, 17%
CNC(=O)Cc1csc2ccc(C)cc12
→ -1.0%, -3%, 1%, i, ?, -2%, 0.9, -6%, -2%
CCCCn1c(CN2C(=O)c3ccccc3C2=O)nc2ccccc2c1=O
→ -0.1%, 9%, 0%, i, i, -2%, -1.5, ·, -4%
Cc1ccnn1CC(=O)N/N=C/c1c[nH]c2ccccc12
→ 0.1%, -3%, 2%, i, i, 0%, -2.0, 2%, 14%
O=C(NNC(=O)c1cc(-c2ccc(Cl)cc2Cl)nc2ccccc12)Nc1ccccc1
→ 2.4%, ?, 2%, i, ?, -46%, -1.6, ·, ?
COCCNC(=S)N1C2CCC1CC(NC(=O)NC13CC4CC(CC(C4)C1)C3)C2 (centres undefined)
→ -0.7%, 0%, -2%, i, i, -6%, -1.7, 4%, 0%
CC(O)CCC(=O)NCCNC(=O)CCC(C)O (centres undefined)
→ -0.6%, -1%, -2%, i, i, -31%, 2.4, 12%, -1%
O=C(NC(=S)Nc1nc(-c2ccccc2)cs1)c1cccs1
→ ?, -17%, 1%, i, ?, 29%, -2.5, -5%, -11%
Nn1c(-c2ccco2)n[nH]c1=S
→ -0.4%, -4%, -1%, ·, i, -1%, -12, 8%, 2%
COc1ccc(C(=O)C2CCCN(C(=O)Cn3cncn3)C2)cc1OC (centres undefined)
→ 0.3%, -6%, 1%, i, ?, 2%, 1.2, ?, 4%
O=C1OC(N2C(=O)CC[C@H]2C(=O)Nc2ccc(F)c(F)c2)c2ccccc21 (some centres undefined)
→ 0.2%, 6%, -1%, i, i, 7%, 0.7, 8%, -8%
Cc1c(Br)c([N+](=O)[O-])nn1CC(=O)Nc1ccc2nc3n(c(=O)c2c1)CCCC3
→ -0.9%, 0%, 2%, i, i, -1%, 0.7, 9%, 14%
c1cc2c3c(cccc3c1)-c1cnccc1-2
→ 15%, 0%, ·, i, i, 1%, 2.0, ?, 0%
CCn1cc(S(=O)(=O)c2ccccc2)c(=O)c2cc(F)c(N3CCN(c4ccccc4)CC3)cc21
→ -0.4%, -15%, ·, ·, ·, -10%, ·, ?, -19%
c1ccc2sc(N3CCOCC3)nc2c1
→ 2.9%, 8%, 1%, i, i, -4%, 1.8, 3%, 12%
COc1c(S(=O)(=O)n2nc(C)cc2C)ccc(Cl)c1Cl
→ -0.7%, -2%, ·, i, i, -16%, -4.9, -13%, -4%
CCOC(=O)C1=C(COC(=O)/C=C/c2ccc(OC)cc2OC)NC(=O)NC1C (centres undefined)
→ 6.6%, 1%, 0%, i, i, -2%, 0.6, -8%, 4%
O=C1CCN(Cc2nnnn2CC2CCCO2)c2ccccc2N1 (centres undefined)
→ 0.0%, -1%, 0%, i, i, -9%, -4.2, 10%, 12%
COc1ccc(NC(=O)/C(=C\c2cccnc2)NC(=O)c2cccs2)cc1
→ 0.4%, -2%, 1%, i, i, 4%, -3.6, 11%, 0%
CCOc1ccc(C2/C(=C(\O)c3ccc4c(c3)OCCO4)C(=O)C(=O)N2CCN2CCOCC2)cc1OC (centres undefined)
→ -0.2%, 0%, -2%, i, i, 1%, 0.6, 10%, 0%
O=C(O)c1ccc(CNC(=O)c2ccccc2NC(=O)c2ccc([N+](=O)[O-])cc2)cc1
→ 0.2%, -8%, 0%, i, ?, 0%, 1.0, 21%, 7%

In a second layout: results already given.
SMILES | Nrf2 ARE act | A549 viability | Mm-Cpn inhibitor | pAkt inh | ATXN viability | HepG2 tox | CCT modulator | Nrf2 block | TGFb SMAD3 inh
CNC(=O)Cc1csc2ccc(C)cc12 | -1.0% | -3% | 1% | i | ? | -2% | 0.9 | -6% | -2%
CCCCn1c(CN2C(=O)c3ccccc3C2=O)nc2ccccc2c1=O | -0.1% | 9% | 0% | i | i | -2% | -1.5 | · | -4%
Cc1ccnn1CC(=O)N/N=C/c1c[nH]c2ccccc12 | 0.1% | -3% | 2% | i | i | 0% | -2.0 | 2% | 14%
O=C(NNC(=O)c1cc(-c2ccc(Cl)cc2Cl)nc2ccccc12)Nc1ccccc1 | 2.4% | ? | 2% | i | ? | -46% | -1.6 | · | ?
COCCNC(=S)N1C2CCC1CC(NC(=O)NC13CC4CC(CC(C4)C1)C3)C2 (centres undefined) | -0.7% | 0% | -2% | i | i | -6% | -1.7 | 4% | 0%
CC(O)CCC(=O)NCCNC(=O)CCC(C)O (centres undefined) | -0.6% | -1% | -2% | i | i | -31% | 2.4 | 12% | -1%
O=C(NC(=S)Nc1nc(-c2ccccc2)cs1)c1cccs1 | ? | -17% | 1% | i | ? | 29% | -2.5 | -5% | -11%

Carrying on.
Every second line gives: Nrf2 ARE act, A549 viability, Mm-Cpn inhibitor, pAkt inh, ATXN viability, HepG2 tox, CCT modulator, Nrf2 block, TGFb SMAD3 inh
Cc1cccc(NC(=O)C2CCCN(S(=O)(=O)c3cccc4cccnc34)C2)c1 (centres undefined)
→ 0.3%, -10%, 2%, i, ?, -10%, 0.1, ?, -2%
FC(F)(F)c1cc(-c2ccco2)nc(N2CCOCC2)n1
→ 13%, 2%, ·, i, ?, -22%, -1.1, ·, ?
CCc1ccc(OCC(=O)N(Cc2ccco2)Cc2ccco2)cc1
→ 11%, -3%, ·, ·, ·, -9%, ·, -5%, -23%
CCc1cccc(CC)c1N(COC)C(=O)Cn1c(CO)nc2ccccc21
→ 0.6%, 0%, -3%, i, i, -2%, 0.0, -5%, 0%
